# BoNT-A LC inh2: BoNT/A light chain protease inhibitors, primary screen, biochemical, flow cytometry, MLPCN library. multiplex microsphere protease substrate cleavage. AID 588499, 2011. inhibition, % at 10 µM. actives 0.17% (n = 360,000); note: plate controls were buffer without enzyme for full effect and enzyme alone for no effect
# SARS 3CLpro inh: SARS-CoV 3CLpro protease inhibitors, primary screen, biochemical, quenched FRET; recombinant SARS-CoV 3CLpro, quenched FRET peptide cleavage; actives 0.14% (n = 290,000); Replicase polyprotein 1ab (Severe acute respiratory syndrome coronavirus), P0C6X7; inhibition, % at 6 µM; AID 1706, 2009; in the data active = inhibition above about 12%
# PrPC surface inh: inhibitors of human cell surface prion protein PrPC, primary screen, cell-based, TR-FRET. Major prion protein (Homo sapiens), P04156. TR-FRET read-out. inhibition, % at 13.8 µM. actives 0.43% (n = 370,000); in the data active = inhibition above about 24%; note: 0% = median of the test wells and 100% = reference compound wells
# TcdB inh: TcdB glycohydrolase inhibitors, primary screen, biochemical, single point, plate reader; TcdB glycohydrolase enzymatic assay; inhibition, % at 9.99 µM; actives 0.24% (n = 350,000); AID 652162, 2013; in the data active = inhibition above about 10%
# Target sequence (P18177 whole entry, looked up): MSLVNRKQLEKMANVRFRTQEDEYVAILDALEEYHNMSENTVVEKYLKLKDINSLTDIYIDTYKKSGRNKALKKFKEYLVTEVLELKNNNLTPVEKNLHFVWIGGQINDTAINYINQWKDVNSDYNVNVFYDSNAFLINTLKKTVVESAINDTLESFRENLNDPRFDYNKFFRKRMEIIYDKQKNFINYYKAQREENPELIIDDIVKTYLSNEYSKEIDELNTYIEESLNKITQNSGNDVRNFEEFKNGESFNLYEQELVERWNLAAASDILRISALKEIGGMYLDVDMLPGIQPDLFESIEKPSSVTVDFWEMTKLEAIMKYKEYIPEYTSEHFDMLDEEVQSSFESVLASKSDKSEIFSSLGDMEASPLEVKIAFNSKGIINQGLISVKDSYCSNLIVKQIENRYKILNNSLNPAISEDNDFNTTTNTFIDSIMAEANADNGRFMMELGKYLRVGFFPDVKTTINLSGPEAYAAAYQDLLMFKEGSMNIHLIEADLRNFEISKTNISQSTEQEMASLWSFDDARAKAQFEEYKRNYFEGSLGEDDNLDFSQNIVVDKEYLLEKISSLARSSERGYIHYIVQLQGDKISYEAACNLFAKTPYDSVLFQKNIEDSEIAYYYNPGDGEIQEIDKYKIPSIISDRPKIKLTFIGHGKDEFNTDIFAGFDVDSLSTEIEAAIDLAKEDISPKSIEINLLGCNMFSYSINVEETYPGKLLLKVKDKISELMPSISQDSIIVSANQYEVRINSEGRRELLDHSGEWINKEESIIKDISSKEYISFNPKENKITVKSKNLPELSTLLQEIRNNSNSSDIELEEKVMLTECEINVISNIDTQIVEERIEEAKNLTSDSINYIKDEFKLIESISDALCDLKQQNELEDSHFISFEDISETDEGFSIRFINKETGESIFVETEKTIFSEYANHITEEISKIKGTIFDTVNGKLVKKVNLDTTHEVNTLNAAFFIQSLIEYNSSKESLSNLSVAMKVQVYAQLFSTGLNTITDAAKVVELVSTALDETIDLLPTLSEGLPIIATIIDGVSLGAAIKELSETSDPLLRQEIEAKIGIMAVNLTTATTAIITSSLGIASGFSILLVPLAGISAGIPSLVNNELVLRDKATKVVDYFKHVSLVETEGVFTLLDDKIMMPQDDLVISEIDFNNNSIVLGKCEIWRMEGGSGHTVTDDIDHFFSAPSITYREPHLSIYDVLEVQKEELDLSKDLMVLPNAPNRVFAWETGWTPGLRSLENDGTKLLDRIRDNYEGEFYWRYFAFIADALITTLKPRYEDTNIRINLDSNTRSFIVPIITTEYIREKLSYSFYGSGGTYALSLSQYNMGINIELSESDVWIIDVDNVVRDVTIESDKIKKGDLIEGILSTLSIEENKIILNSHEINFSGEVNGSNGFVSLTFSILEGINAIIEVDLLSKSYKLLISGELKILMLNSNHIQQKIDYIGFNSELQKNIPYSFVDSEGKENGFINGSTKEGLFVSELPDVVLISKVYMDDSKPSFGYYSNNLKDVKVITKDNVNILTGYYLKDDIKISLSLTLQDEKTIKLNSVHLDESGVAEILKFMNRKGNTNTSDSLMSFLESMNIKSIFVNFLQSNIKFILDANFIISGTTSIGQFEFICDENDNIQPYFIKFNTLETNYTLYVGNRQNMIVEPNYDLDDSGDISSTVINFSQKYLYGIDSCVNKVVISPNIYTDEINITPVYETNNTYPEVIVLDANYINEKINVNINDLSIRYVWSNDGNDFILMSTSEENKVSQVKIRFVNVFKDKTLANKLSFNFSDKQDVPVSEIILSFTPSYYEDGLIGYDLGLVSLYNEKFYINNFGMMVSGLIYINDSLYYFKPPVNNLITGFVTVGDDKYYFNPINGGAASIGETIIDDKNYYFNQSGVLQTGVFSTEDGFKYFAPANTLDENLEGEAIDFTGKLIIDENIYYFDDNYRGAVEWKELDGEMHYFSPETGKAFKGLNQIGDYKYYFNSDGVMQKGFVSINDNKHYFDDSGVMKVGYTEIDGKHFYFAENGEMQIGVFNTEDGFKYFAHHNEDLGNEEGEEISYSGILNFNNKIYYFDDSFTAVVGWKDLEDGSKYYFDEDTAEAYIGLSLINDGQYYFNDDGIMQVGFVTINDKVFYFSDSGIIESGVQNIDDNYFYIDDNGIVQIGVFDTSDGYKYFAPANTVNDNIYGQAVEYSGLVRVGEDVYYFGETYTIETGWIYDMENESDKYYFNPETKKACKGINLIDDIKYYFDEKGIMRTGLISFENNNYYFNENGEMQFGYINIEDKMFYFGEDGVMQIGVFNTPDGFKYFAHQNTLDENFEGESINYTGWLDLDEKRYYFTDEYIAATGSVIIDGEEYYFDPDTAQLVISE
# Anthrax LF inh2: Bacillus anthracis LF protease inhibitors, primary screen, biochemical, multiplex microsphere, MLPCN library; Lethal factor (Bacillus anthracis), P15917; multiplex microsphere protease cleavage assay; inhibition, % at 10 µM; actives 0.12% (n = 360,000); note: plate controls were buffer without enzyme for full effect and enzyme alone for no effect
# Yp Topo-I inh: Yersinia pestis topoisomerase I inhibitors, primary screen, biochemical, cleavage product accumulation, plate reader, single point | AID 504884, 2011 | actives 0.064% (n = 360,000) | activity, % at 10 µM | Y. pestis Topo-I cleavage product accumulation; in the data active = activity above about 50%, passing the limit was not always enough; inconclusive = no clear call, values can overlap the other calls; note: inactives centre near 2
# PfHsp40 rescue: rescue of yeast from PfHsp40 toxicity, primary screen, S. cerevisiae, ATP luminescence; S. cerevisiae expressing PfHsp40, growth rescue; growth rescue, % at 12.5 µM; actives 0.68% (n = 340,000); AID 504582, 2011; in the data active = growth rescue above about 28%, passing the limit was not always enough; inconclusive = no clear call, values can overlap the other calls;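 note: yeast W303a lacking pdr1 and pdr3 grown in galactose medium; growth measured after three days at 30 °C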
# SSB-PriA inh: inhibitors of Klebsiella pneumoniae PriA binding to SSB C-terminal tail, primary screen, biochemical, AlphaScreen; PriA–SSB C-terminal tail interaction (Klebsiella pneumoniae); AlphaScreen SSBct-PriA binding, biotinylated peptide; inhibition, % at 33 µM; actives 0.6% (n = 430,000); AID 1272365, 2023; in the data active = inhibition mostly above about 37%, no sharp cut-off; inactive = mostly below about 20%;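 note: plate controls were negative control peptide for no effect and reference peptide for full effect; strong numbers were not always called active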
# BH1578 lux ind: inducers of Vibrio cholerae quorum light production without autoinducers, primary screen, BH1578 luxS cqsA deficient, single point; V. cholerae BH1578 lux reporter, luminescence, 6 h; activation, % at 18.7 µM; actives 0.16% (n = 350,000); AID 588436, 2011; in the data active = activation mostly above about 9.7%, no sharp cut-off; inconclusive = no clear call, values can overlap the other calls; inactive = mostly below about 3.7%; note: not every result past the cut was called active; inactives centre near 0; reference of the scale not given here
# Starred values were filed as active, the others as inactive; i = inactive; ? = inconclusive; . = not tested or not shown; & = joins results of further samples. Cut-off read from the data, not from the text of the source, unless noted: active = inhibition above about 30%; inconclusive = no clear call, values can overlap the other calls; inactive = below that. Only part of the results is shown, so the mix of outcomes need not match the whole.
# Each structure is followed by: BoNT-A LC inh2	SARS 3CLpro inh	PrPC surface inh	TcdB inh	Anthrax LF inh2	Yp Topo-I inh	PfHsp40 rescue	SSB-PriA inh	BH1578 lux ind
COc1ccc2c(c1)c(/C=C/c1cc[n+](C)cc1)cn2C
 : -11	-16	-45	1.1	-2	-10	1.2	2	-0.4
COc1cccc(/C=N/NC(=O)c2ccc(N3CCCC3=O)cc2)c1
 : -1.5	0	-2	1.4	0	6	0.6	.	i
O=C(CSc1nc2ccccc2n1CC(=O)N1CCCC1)Nc1nccs1
 : -1.1	-1	-2	-2.0	-1	-7	0.1	-6	i
COc1cc(C=O)ccc1Oc1nnnn1-c1ccc(C(N)=O)cc1
 : 0.1	1	-3	.	-1	3	-0.4	-22	i
O=S(=O)(c1ccc(Oc2ccc(Cl)cc2)nc1)N1CCOCC1
 : 3.6	.	10	1.6	-4	2	-0.8	-9	7.1
C=CCNC(=O)/C(C#N)=C/c1ccc2c(c1)OCCO2
 : -1.3	-2	9	-1.4	-3	7	-0.3	8	-0.5
NC(=O)CSc1nnc(-c2ccc(O)cc2)n1Cc1ccco1
 : 1.1	-3	0	.	-1	-3	-0.5	-4	i
Cc1cccc(C(O)c2ncc(-c3ccccc3Cl)[nH]2)c1C (stereo not given)
 : -0.7	.	1	1.6	-2	-5	.	.	-4.5
CC(C)c1cc(C(=O)N2CCCC(Nc3ccc(F)cc3)C2)n[nH]1 (stereo not given)
 : -1.4	-2	-4	1.2	3	8	-0.4	-6	-3.6
CN(C)CC1CCCCC1=O (stereo not given)
 : ?	0	2	1.1	-7	-14	0.5	-1	0.6
Cc1ccc(S(=O)(=O)N2C[C@@H]3[C@H]4CC[C@H](C4)[C@@H]3[C@@H](C)[C@H]2c2ccco2)cc1
 : -0.3	.	3	-0.3	-1	44	0.1	2	-1.1
CCOC(=O)c1cn2nc(Oc3cccc(C(F)(F)F)c3)ccc2n1
 : .	-3	7	1.8	.	6	0.8	-16	-0.5
O=C(Oc1c(Cl)cc(Cl)c2cccnc12)c1ccco1
 : -2.4	-3	5	.	4	1	-1.6	-9	i
Cc1ccc(NC(=S)NNC(C)(C)C)cc1
 : .	0	11	1.5	.	1	-0.9	-2	i
COc1ccc2c(c1)C(=O)C1NC(=O)NC(=O)C1(Br)N2 (stereo not given)
 : 0.1	.	2	0.8	-1	4	-0.7	-13	i
CCCC(=O)N(Cc1cccnc1)c1nc2c(OC)ccc(Cl)c2s1
 : -2.2	4	-1	1.3	-2	6	0.1	1&-3	i
CC1CC(C)CN(CCCNC(=O)CN2C(=O)CSc3ccc(S(=O)(=O)N4CCCCC4)cc32)C1 (stereo not given)
 : 0.5	6	-9	2.6	0	4	3.6	-13	-0.3
CCN(CC)C(CNC(=O)CSc1nnnn1-c1c(C)cccc1C)c1ccco1 (stereo not given)
 : 4.1	.	-1	-1.4	0	14	-1.6	-7	-0.5
COc1c(Cl)cc(C(=O)Nc2cccnc2)cc1Cl
 : -0.1	.	3	-0.2	3	-2	.	.	-0.8
CCOC(=O)c1sc2nc(C)nc(SCC(N)=O)c2c1C
 : 0.1	-1	3	.	0	-2	0.6	2	-0.3
Cc1ccc(C(=O)NCC(=O)OCC(=O)N(CC(C)C)c2c(N)n(Cc3ccccc3)c(=O)[nH]c2=O)cc1
 : 1.1	.	-3	2.4	3	-4	-0.5	-7	0.0
COCCNCC(=O)Nc1nc(C)cs1
 : 0.3	-3	4	-0.1	-1	1	-2.1	1	.
Cc1c(NC(=O)CCN2C(=O)c3ccccc3C2=O)c(=O)n(-c2ccccc2)n1C
 : 0.4	-5	-4	.	-1	2	0.2	-15	i
COc1cccc(NC(=O)Nc2ccncc2)c1
 : 0.6	-9	7	.	-2	-9	-0.9	-4	-0.2
O=C1OC(Nc2ncccn2)c2ccccc21 (stereo not given)
 : 0.7	9	5	.	-4	-4	0.7	-14	-1.2
COC(=O)c1ccc(C2C(C(=O)Nc3ccccc3C)=C(C)Nc3ncnn32)cc1 (stereo not given)
 : 0.2	1	-4	.	-9	9	2.5	-14	i
O=C(Nc1ccc2oc(-c3ccc(Cl)c(Cl)c3)nc2c1)c1ncn[nH]1
 : -1.1	-1	-1	.	2	8	-1.9	-19	i
COc1cc(CNCCNC(=O)c2cccs2)cc(OC)c1OC
 : -0.3	4	4	6.3	-1	2	0.6	-4	-2.0
COc1ccc(-c2cc3nc(C)c(CCC(=O)N4CCN(c5ccccn5)CC4)c(C)n3n2)c(OC)c1
 : -0.4	3	-2	-0.6	0	14	1.0	-14	2.2
Cc1cccc(NC(=O)CN2C(=O)C(C)Oc3ccccc32)n1 (stereo not given)
 : -1.2	-6	8	0.3	-2	-2	-1.3	-10	i
CCC1=C(OC(=O)N(CC)CC)N2C(=O)OC(=NCC(=O)OC)[C@]2(Cc2ccccc2)[C@H]2C1=CC[C@H]1C(=O)N(C)C(=O)[C@H]12
 : -0.1	.	-6	0.0	-4	13	0.1	-3	i
Cc1ccccc1CSCC(=O)c1c(N)n(C)c(=O)n(C)c1=O
 : 1.2	-4	0	-0.1	-2	5	-0.8	-17	i
O=[N+]([O-])c1ccc(-c2cnc(SCc3ccccc3Cl)[nH]2)cc1
 : 1.3	4	-4	.	2	-28	149*	39*	0.7
CC(C)NC(=O)CN1CCN(c2ncccn2)CC1
 : 0.5	12*	-1	.	0	-3	-1.4	-15	-3.6
Cc1ccc(Nc2ccc(C(N)=O)cc2[N+](=O)[O-])cc1C
 : 0.9	-4	-36	0.6	-1	-13	-0.8	9	0.6
Cn1cnnc1SCC(=O)N1CCN(C(=O)c2ccco2)CC1
 : -0.2	2	0	0.6	-1	-1	-0.6	-6	i
CCOC(=O)C(C)Sc1nnc(CNC(=O)c2ccc(OC)cc2)n1C1CCCCC1 (stereo not given)
 : 4.0	4	-2	.	6	18	-0.8	3&-1	-0.3
CC(=NNC(=O)c1ccncc1)c1cc(Cl)ccc1Cl
 : -0.4	.	3	0.1	-1	2	0.8	-15	i
O=C(Nc1ccc(C(=O)N2CCOCC2)cc1)c1cc(-c2cccnc2)nc2ccc(Cl)cc12
 : 0.0	1	-1	0.6	-2	5	-0.7	5	i
CCc1nnc(NC(=O)c2ccc3c(c2)C(=O)N(CC)C3=O)s1
 : -1.0	-1	-1	.	-3	-7	1.1	-3	i

# A second format for some results above.
Compound,BoNT-A LC inh2,SARS 3CLpro inh,PrPC surface inh,TcdB inh,Anthrax LF inh2,Yp Topo-I inh,PfHsp40 rescue,SSB-PriA inh,BH1578 lux ind
Cc1ccc(Nc2ccc(C(N)=O)cc2[N+](=O)[O-])cc1C,0.9,-4,-36,0.6,-1,-13,-0.8,9,0.6
Cn1cnnc1SCC(=O)N1CCN(C(=O)c2ccco2)CC1,-0.2,2,0,0.6,-1,-1,-0.6,-6,i
CCOC(=O)C(C)Sc1nnc(CNC(=O)c2ccc(OC)cc2)n1C1CCCCC1 (stereo not given),4.0,4,-2,.,6,18,-0.8,3&-1,-0.3
CC(=NNC(=O)c1ccncc1)c1cc(Cl)ccc1Cl,-0.4,.,3,0.1,-1,2,0.8,-15,i
O=C(Nc1ccc(C(=O)N2CCOCC2)cc1)c1cc(-c2cccnc2)nc2ccc(Cl)cc12,0.0,1,-1,0.6,-2,5,-0.7,5,i
CCc1nnc(NC(=O)c2ccc3c(c2)C(=O)N(CC)C3=O)s1,-1.0,-1,-1,.,-3,-7,1.1,-3,i

# Following part:
# Each structure is followed by: BoNT-A LC inh2	SARS 3CLpro inh	PrPC surface inh	TcdB inh	Anthrax LF inh2	Yp Topo-I inh	PfHsp40 rescue	SSB-PriA inh	BH1578 lux ind
Cc1c(C(C)(C)C)sc(=NC(=O)c2ccccc2O)n1C
 : 0.5	6	-1	1.5	-6	0	0.7	-4	0.7
O=C(NCCCn1ccnc1)c1ccc(N2CCCCC2)c([N+](=O)[O-])c1
 : -0.3	-1	-29	1.1	-2	2	0.9	8	i
CCCC(=O)Nc1nnc(CCOC)s1
 : 0.7	-3	7	-1.8	-1	-2	-0.5	-1	-0.8
CCC(=O)N(C)C[C@H]1Oc2cc(Br)ccc2S(=O)(=O)N([C@@H](C)CO)C[C@H]1C
 : -0.6	.	5	0.2&0.5&0.5	-5	1	.	.	-1.1
CCCC(=O)NC1C2CC3CC(C2)CC1C3 (stereo not given)
 : 0.2	-3	5	.	-2	5	-0.4	5	-0.1
NC(=O)c1c(NC(=O)CSc2nnc(-c3ccco3)n2N)sc2c1CCCC2
 : -0.2	2	-4	.	-1	1	0.5	0	0.1
Cc1nc(Cl)sc1C(=O)Nc1cc(F)cc(F)c1
 : -1.8	3	-4	-0.8	-8	4	0.1	-7	i
COc1cc(NC(=O)Cn2nc(C(F)(F)F)c(Br)c2C)cc([N+](=O)[O-])c1
 : 0.1	0	2	-1.2	0	3	0.0	1	i
O=C1N(Cc2cccc(Cl)c2)C[C@@H]2C[C@@H](c3c[nH]c4ccccc34)N3CCC[C@@]123
 : 12	3	-11	-0.3	-12	31	1.3	2	-0.3
CN1OC[C@@H]2CN3C(=O)N(c4ccccc4)c4ccccc4[C@@H]3C[C@@H]21
 : -0.2	.	-3	1.7	-7	.	.	.	.
O=C(C/C(=N\NC(=O)c1ccccc1Br)C(F)(F)F)c1cccs1
 : 0.2	8	6	-1.2	0	0	-1.1	.	-0.3
CCCn1c(N)c(C(=O)COC(=O)c2cccc(S(=O)(=O)N3CCOCC3)c2)c(=O)[nH]c1=O
 : 5.3	.	-7	13*	1	5	1.5	-7	i
CCOC(=O)C(C(=O)OCC)C(C[N+](=O)[O-])c1ccccc1 (stereo not given)
 : -0.2	1	14	-1.4	-1	5	0.2	4	-0.5
CC(=O)N(CCc1cccc(C)c1)Cc1cc2cc(C)ccc2[nH]c1=O
 : -0.8	4	-6	1.2	-4	7	0.0	-6	i
O=C(COc1cccnc1[N+](=O)[O-])Nc1ccc2c(c1)OCO2
 : 0.7	6	-16	0.2	3	-4	-1.2	-2	-0.4
C/C(=N\NC(=O)c1ccn(C)n1)c1ccc(NC(=O)C2CCC2)cc1
 : 1.3	0	-5	0.2	0	-8	-1.1	.	i
Cc1ccc(-c2n[nH]c(=S)c3ccccc23)cc1
 : 2.7	3	-3	1.0	-2	4	1.0	3	-0.2
CCCC[C@@H]1CNC(=O)C(=O)N1CCCCC1CCCCC1
 : 0.2	.	5	0.0	-7	.	.	.	.
Cc1ccc2nc(SCn3nnc4ccccc4c3=O)[nH]c2c1
 : -0.9	0	2	-0.3	-4	0	0.0	9	-0.8
CCCS(=O)(=O)N1CCc2cc(OC)c(OC)cc2C1
 : 1.5	5	3	.	2	4	0.6	-6	-1.6
c1ccc2sc(N3CCCCC3)nc2c1
 : -1.0	.	-9	0.1	-6	3	-0.7	-15	i
CCOCCCNC(=O)CN1C(=O)CSc2cc(S(=O)(=O)N3CCCCCC3)ccc21
 : 1.0	-6	8	0.0	5	-10	-0.3	-7	i
COc1ccccc1NC(=O)c1cccnc1
 : -0.4	-1	1	.	-5	-1	-0.9	-6	0.7
O=S1(=O)N=C(Nc2ccc(O)c(CN3CCCCC3)c2)c2ccccc21
 : 1.0	1	-5	.	2	6	-0.9	-7	-10
CCOC(=O)Cn1c(=O)oc2cc(S(=O)(=O)NCC3CCCO3)ccc21 (stereo not given)
 : 0.2	-5	-1	-0.3	6	1	-0.2	-17	-0.1
